GASC-1 inh: inhibitors of GASC-1 histone demethylase, primary screen, biochemical, fluorescence, DELFIA europium. Lysine-specific demethylase 4C (Homo sapiens), Q9H3R0. GST-JMJD2C(1-420) H3K9me3 demethylation. inhibition, % at 2.35 µM. 0.069% of 330,000 active. AID 2099, 2009;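 active means more than half of a compound's replicate wells show inhibition beyond 50%, single wells judged on their own value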;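 further: signal counts dimethyl H3K9 product captured on neutravidin plate; 0% = median of DMSO wells and 100% = 0.3 times that DMSO median; strong numbers were not always called active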
PP1 inh: PP1-alpha phosphatase inhibitors, primary screen, counter-screen for PP5 inhibitor project, biochemical, fluorescence, OMFP substrate, single point; purified PP1alpha; inhibition, % at 6.7 µM; 0.9% of 320,000 active;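 active means inhibition above the mean inhibition of all tested compounds plus 3 SD, computed separately for each screening campaign, cut at about 15% in these data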
GRK2 inh: compounds blocking aptamer binding on GRK2 – biochemical, human GRK2, bead flow cytometry, HTS, primary screen; Beta-adrenergic receptor kinase 1 (Homo sapiens), P25098; FAM-aptamer displacement from GRK2; inhibition of aptamer binding, % at 10 µM; 0.59% of 330,000 active;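 active means inhibition of aptamer binding above 40%, roughly 3 SD of noise, on plates passing a quality check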;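 further: median bead fluorescence of bound FAM aptamer so fluorescent compounds give negative values; no value below 0 was filed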
proCasp7 act: procaspase-7 activators, primary screen, counter-screen for procaspase-3 activator project, biochemical, absorbance, HTS, human | activation, % at 8.5 µM | recombinant procaspase-7, Ac-DEVD-pNA absorbance 405 nm; D23A/D198A/D206A triple mutant, cannot self-cleave; scale: DMSO 0, 5 µM enzyme 100 | Caspase-7 (Homo sapiens), P55210 | AID 463210, 2010 | 0.093% of 330,000 active;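 active means percent activation above the screen-wide mean plus 3 SD, cut at about 25% in these data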
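signal = Epi-absorbance of released pNA at 405 nm, two timepoints | assay system = Uncleavable procaspase-7 mutant enzyme | reagent = Ac-DEVD-pNA substrate, 400 µM as added | times = 1 h enzyme–compound preincubation and 2 h substrate reaction, both 25 °C | benchmarks = low DMSO alone, high DMSO plus 5 µM PC-7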
procasp3 activ: activators of human procaspase-3 D3A mutant, primary screen, biochemical, absorbance, PC-3 D3A mutant, single concentration; Caspase-3 (Homo sapiens), P42574; recombinant procaspase-3 D3A, Ac-DEVD-pNA absorbance 405 nm; activation, % at 8.5 µM; 0.11% of 330,000 active; AID 463141, 2010;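 active means activation above the mean of all tested compounds plus 3 SD, cut at about 21% in these data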;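 further: 0% = DMSO alone and 100% = DMSO wells spiked with extra 5 µM PC-3 D3A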
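Technique: 405 nm absorbance of p-nitroaniline, reads at 0 and 120 min; Test system: Procaspase-3 D3A mutant; Incubation: 1 h enzyme-compound preincubation, then 2 h substrate reaction, 25 °C; Repeats: singlicate, each compound tested once; Benchmarks: low control DMSO wells, high control DMSO plus 5 µM PC-3 D3A.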
PP5 primary: PP5 phosphatase inhibitors, primary screen, biochemical, fluorescence; purified PP5c, OMFP substrate fluorescence; 0.18% of 320,000 active; inhibition, % at 6.7 µM; AID 1987, 2009; Serine/threonine-protein phosphatase 5 (Homo sapiens), P53041;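 active means inhibition above the campaign's mean inhibition across all tested compounds plus 3 SD, cut at about 9.5% in these data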;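 further: 0% = DMSO only and 100% = 100 µM cantharidin control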
VLA-4 inh: inhibition in human VLA-4 binding assay, primary screen, VLA-4 allosteric modulator project, MLPCN library, flow cytometry, VLA-4 expressing cells; Integrin alpha-4 (Homo sapiens), P13612; ligand binding flow cytometry; 0.2% of 330,000 active; AID 2557, 2010; inhibition, % (about 7 µM as worked out from the volumes in the protocol); in the data active means inhibition above about 50%
Target sequence (P13612 whole entry, looked up): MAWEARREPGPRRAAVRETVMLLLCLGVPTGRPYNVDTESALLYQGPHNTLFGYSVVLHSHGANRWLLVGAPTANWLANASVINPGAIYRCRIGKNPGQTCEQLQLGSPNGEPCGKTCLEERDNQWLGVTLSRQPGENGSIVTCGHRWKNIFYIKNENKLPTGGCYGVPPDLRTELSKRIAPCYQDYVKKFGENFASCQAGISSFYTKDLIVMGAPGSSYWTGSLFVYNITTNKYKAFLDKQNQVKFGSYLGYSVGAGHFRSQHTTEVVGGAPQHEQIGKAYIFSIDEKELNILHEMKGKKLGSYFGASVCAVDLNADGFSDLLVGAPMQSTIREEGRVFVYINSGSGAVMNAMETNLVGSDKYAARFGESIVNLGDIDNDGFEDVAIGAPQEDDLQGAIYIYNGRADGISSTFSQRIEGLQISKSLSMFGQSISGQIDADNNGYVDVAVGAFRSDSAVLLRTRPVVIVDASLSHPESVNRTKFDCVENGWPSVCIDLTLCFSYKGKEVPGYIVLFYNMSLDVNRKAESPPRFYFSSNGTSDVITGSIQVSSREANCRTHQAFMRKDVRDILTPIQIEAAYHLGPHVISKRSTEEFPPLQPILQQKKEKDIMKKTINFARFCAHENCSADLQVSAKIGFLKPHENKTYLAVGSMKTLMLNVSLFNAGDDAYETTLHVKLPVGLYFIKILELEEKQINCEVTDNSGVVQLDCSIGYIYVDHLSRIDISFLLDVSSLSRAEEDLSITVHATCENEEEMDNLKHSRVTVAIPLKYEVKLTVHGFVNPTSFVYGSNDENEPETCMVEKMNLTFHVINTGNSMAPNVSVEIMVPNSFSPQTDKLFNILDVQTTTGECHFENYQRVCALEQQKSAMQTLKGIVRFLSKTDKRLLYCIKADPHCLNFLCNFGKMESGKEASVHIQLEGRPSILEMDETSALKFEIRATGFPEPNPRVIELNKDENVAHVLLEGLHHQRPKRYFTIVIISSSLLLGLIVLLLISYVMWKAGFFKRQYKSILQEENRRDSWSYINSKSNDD
CTSL1 counter: Fasciola hepatica cathepsin L1 inhibitors, primary screen, counter-screen for PFM18AAP inhibitor project, biochemical, QFRET, fluorogenic peptide substrate. AID 1906, 2009. recombinant F. hepatica cathepsin L1, Z-Leu-Arg-MCA fluorescence. inhibition, % at 5.96 µM. 0.49% of 300,000 active;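 active means inhibition above the mean of all tested compounds plus 3 SD, set per screening campaign, cut at about 17% in these data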;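 further: 0% = plate median of test compound wells and 100% = 1 µM Z-Phe-Ala-diazomethylketone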
core dimer inh: inhibitors of HCV core protein dimerization, primary screen, biochemical, TR-FRET, high-throughput; TR-FRET GST/Flag-core106 dimerization, 1536-well; inhibition, % at 5 µM; 0.33% of 300,000 active;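 active means inhibition above the mean of all tested compounds plus 3 SD, set per screening campaign, cut at about 45% in these data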
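Assay system: tagged HCV core106 pair (GST and Flag); medium: KF-containing HEPES buffer, pH 7.45, DTT, CHAPS, BSA; also added: Eu donor and XL665 acceptor anti-tag antibodies; dosing: 5 µM single dose; timing: compound-protein-antibody incubation 4 h at 22.5 °C; signal: TR-FRET 671 and 617 nm emission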
* hit, by the source's call; x = not tested or not shown.

SMILES	GASC-1 inh	PP1 inh	GRK2 inh	proCasp7 act	procasp3 activ	PP5 primary	VLA-4 inh	CTSL1 counter	core dimer inh
COc1ccc(/C=N\NC(=O)c2ccccc2Br)cc1COc1ccccc1	-4	2	2	0	3	3.1	11	0	6
COC(=O)c1ccc(NC(=O)CSc2n[nH]c(-c3ccncc3)n2)cc1	4	-3	3	-2	2	1.3	-8	-3	-2
CN(CC(=O)Nc1cccc(F)c1)C(=O)CCCc1cccs1	5	-4	0	5	-1	0.7	0	-2	3
COc1ccc(OCc2nnc(SCC(=O)N(C)Cc3ccccc3)n2N)cc1	11	0	2	-16	-2	-0.1	0	2	5
COc1ccc(OC)c(C2C(C(C)=O)=C(O)C(=O)N2CCN2CCOCC2)c1 (stereo not drawn)	2	1	0	-8	2	0.1	10	-1	-9
Cc1nc(Nc2nc(-c3ccccc3)cc(=O)[nH]2)nc2ccccc12	23	5	0	5	-2	1.4	16	1	3
CCOc1ccc(N2CC(C(=O)Nc3ncccc3C)CC2=O)cc1 (stereo not drawn)	-2	-1	1	0	9	-2.1	3	-3	-4
C=CCc1ccccc1OCC(CN1CCCCC1)OC(C)=O (stereo not drawn)	7	1	0	3	-3	0.2	1	2	-5
Cc1coc2c1c(C)cc1oc(=O)c(CC(=O)NCCCCCC(=O)O)c(C)c12	5	1	2	2	-3	3.0	2	0	7
Cc1nn(-c2ccccc2)c(Cl)c1CN(C(=O)CCl)c1cccc2ccccc12	0	3	0	-13	-1	1.5	11	9	16
O=S(=O)(Cc1ccccc1)/C1=C(\N2CCOCC2)CCCCCC1	-4	1	0	15	-2	0.9	-2	-4	-4
O=C(NCCCNC(=O)c1cc(Cl)ccc1Cl)c1ccccn1	22	-6	2	-9	3	-11	-2	12	-17
Cn1cc(CN2CCCC(C(=O)c3nccn3C)C2)c(-c2cccc(Cl)c2)n1 (stereo not drawn)	-15	-1	0	0	-4	3.9	9	0	-1
CC(C)(C)n1nnnc1CN(Cc1cccnc1)Cc1ccccc1Cl	-31	-2	0	6	12	0.7	12	0	1
CNCCc1ccccn1	-3	-5	1	7	11	1.6	-16	-3	0
CC1CCN(c2ccc(C(=O)NCc3ccc4c(c3)OCO4)cc2[N+](=O)[O-])CC1	-9	5	4	-2	8	2.2	8	4	4
CN(CC(=O)NCc1ccc(F)cc1)S(=O)(=O)c1ccc2c(c1)n(C)c(=O)c(=O)n2C	8	-2	6	-6	3	-0.1	7	-1	6
N#Cc1cc(-c2ccccc2)cnc1Cl	0	5	2	2	1	3.1	3	2	0
CCOc1cc(N2CCOCC2)c(OCC)cc1NC(=O)CN1C(=O)C2C3C=CC(C3)C2C1=O (stereo not drawn)	10	-9	6	10	5	-0.4	-1	-3	1
COC(=O)c1c(NC(=O)CN2CCN(C(=O)c3ccco3)CC2)c2cc(C)ccc2n1C	6	4	0	-2	1	3.9	3	-4	-8
COc1cccc(/C=N/NC(=O)CCn2c3ccccc3c3ccccc32)c1	8	-5	0	3	-1	4.1	2	1	8
COc1ccccc1CN=c1c([N+](=O)[O-])nn(-c2ccc3c(c2)OCCO3)n1O	31	1	0	5	3	0.5	-5	6	14
CN(Cc1ccccc1)C(=O)COC(=O)CCNC(=O)c1ccccc1Cl	58	0	1	-1	-2	0.1	19	-19	-5
O=C(CNC(=O)c1ccco1)OCc1c(F)cccc1Cl	-5	-4	0	-6	3	0.9	-1	-1	0
Cc1c(C(=O)NC2CCCCC2)sc2ncnc(N3CCN(c4ccccc4)CC3)c12	-28	-2	0	-5	3	-0.9	-112	0	2
O=C(COC(=O)c1cc(-c2cccc3ccccc23)nc2ccccc12)NC1CCS(=O)(=O)C1 (stereo not drawn)	7	-2	4	4	-3	4.3	-1	-26	6
COc1ccccc1C(=O)Nc1ccc(S(=O)(=O)Nc2onc(C)c2C)cc1	23	-1	0	13	-1	-1.2	0	-4	1
COc1ccc(NS(=O)(=O)c2cc(C(=O)N3CCC3)ccc2C)cc1	2	2	0	7	2	1.9	-4	x	x
Cc1ccc(S(=O)(=O)N(C)C)cc1NC(=O)[C@H](Cc1ccccc1)N1C(=O)c2ccccc2C1=O	0	2	0	7	5	1.3	5	2	10
O=C(NCC1CCCO1)C12CN(Cc3ccccc3)CC1C(c1cccc([N+](=O)[O-])c1)=NO2 (stereo not drawn)	-11	0	1	1	-1	3.4	20	9	-1
CCc1noc(C)c1C(=O)Nc1nc(-c2ccccc2)cs1	3	-3	0	1	1	-0.2	-8	0	1
COc1cccc(C(=O)Nc2cccc(NC(=O)c3ccccc3Cl)c2)c1	0	4	5	14	1	2.4	8	2	1
COc1cccc(NC(=O)NCC2CCN(Cc3ccc(F)cc3)CC2)c1	-15	1	0	-2	8	1.1	6	-7	-20
CN(C(=O)CSc1nnc(-c2n[nH]c3ccccc23)o1)c1ccccc1	-2	-3	0	0	-1	5.2	-6	7	-8
Cc1[nH]n(-c2ccccc2)c(=O)c1C(C[N+](=O)[O-])c1ccccc1Cl (stereo not drawn)	13	-2	4	-4	3	4.5	9	-5	-5
Cn1cnc(S(=O)(=O)Nc2ccccc2C(=O)NCC2CC2)c1	-3	-3	1	0	0	0.3	25	-3	-2
Cc1cccc(Nc2c3c(nc4ccccc24)CCC3)c1	-5	3	2	0	1	2.4	-16	0	0
Cc1ccc(Nc2ccc(C(N)=O)cc2[N+](=O)[O-])cc1C	-43	2	0	-3	-1	2.3	5	-4	2
COc1ccc(OC)c(-c2cc(C(=O)Nc3c(C)nn(Cc4ccccc4C)c3C)no2)c1	-2	5	2	8	10	2.5	8	1	3
CC(C)c1ccc(Nc2nc(CC(=O)O)cs2)cc1	3	5	0	-7	-2	2.7	-16	-3	5
CCOc1cc(C(=O)Nc2ccon2)cc(OCC)c1OCC	-20	-11	0	1	13	2.4	-9	7	-2
O=C(CCCn1c(SCC(=O)c2ccc(O)c(O)c2)nc2ccccc2c1=O)NCC1CCCO1 (stereo not drawn)	-7	4	2	2	-3	1.6	2	1	3
Cc1ccc(CSCCNS(=O)(=O)c2ccc(C)cc2)cc1	3	2	2	-2	-2	2.4	6	-1	2
C=CCOc1cccc(CNn2cn[nH]c2=S)c1	4	-2	0	-1	3	0.4	10	0	1
CCOc1ccccc1C(=O)NCC(=O)NCCCSc1ccccc1	24	-2	8	10	3	3.3	14	-2	-13
CCOc1cccc(CN2CCCC(C(=O)Nc3ccc(-c4ccn[nH]4)cc3)C2)c1O (stereo not drawn)	1	-1	0	-5	2	1.8	24	-3	5
COc1ccc(-c2cc(C(=O)N3CCCC3)c3ccccc3n2)cc1OC	1	-1	1	0	5	0.7	12	-1	-1
Cc1ccc(N(CC(O)CN2CCCC2)S(=O)(=O)c2ccccc2)cc1 (stereo not drawn)	-1	-5	0	2	7	-1.1	5	-1	-2
O=C(CN1C(=O)CSC1=O)Nc1ccccc1N1CCOCC1	-1	-2	4	13	13	4.7	4	-1	-4
Cc1ccsc1C(=O)NNC(=O)c1ccccc1F	-6	x	3	-1	-2	x	4	x	x

Next part.
SMILES	GASC-1 inh	PP1 inh	GRK2 inh	proCasp7 act	procasp3 activ	PP5 primary	VLA-4 inh	CTSL1 counter	core dimer inh
O=C(CN1CCN(S(=O)(=O)c2ccc(Cl)cc2)CC1)Nc1ccc(F)cc1F	3	-2	2	0	3	5.3	-10	-7	-6
COCCn1nnnc1C(c1cc2cc(C)ccc2[nH]c1=O)N1CCN(C2CCCCC2)CC1 (stereo not drawn)	2	-7	4	9	-1	-0.4	13	0	3
COc1cc2[nH]c(=S)n(Cc3ccc(C)cc3)c(=O)c2cc1OC	2	13	2	-5	-8	-2.8	-7	4	-14
CC1C(=O)OC(c2ccc(Br)cc2)C(C)(C)C1=O (stereo not drawn)	-2	-3	1	3	2	0.1	-1	-2	-1
CCOc1ccc(NC(=O)c2cc(Cl)nc3ccccc23)cc1	1	-2	1	2	10	0.5	15	-4	0
OC[C@@H](O)[C@H](O)C(/C=N/Nc1ccccc1)=N\Nc1ccccc1	1	2	40	-6	-9	-1.4	14	1	-14
Cc1cc(C)c(NC(=O)/C(=C/c2ccco2)c2ccccc2)c(C)c1	-20	2	2	-29	-6	1.5	9	7	11
CC(Oc1ccc(Br)cc1Br)C(=O)NC1CCCC1 (stereo not drawn)	0	-4	0	4	-3	-0.7	9	-6	2
O=C(CSc1ccccc1)Nc1nnc(/C=C/c2ccccc2)s1	0	5	0	7	7	0.1	-17	-1	8
CNC(=O)CN(c1ccc2c(c1)OCCO2)S(C)(=O)=O	3	-2	1	-2	2	-0.8	2	0	-3

Part of the list above in order of SMILES length, rising.
SMILES	GASC-1 inh	PP1 inh	GRK2 inh	proCasp7 act	procasp3 activ	PP5 primary	VLA-4 inh	CTSL1 counter	core dimer inh
CC(Oc1ccc(Br)cc1Br)C(=O)NC1CCCC1 (stereo not drawn)	0	-4	0	4	-3	-0.7	9	-6	2
COc1cc2[nH]c(=S)n(Cc3ccc(C)cc3)c(=O)c2cc1OC	2	13	2	-5	-8	-2.8	-7	4	-14
Cc1cc(C)c(NC(=O)/C(=C/c2ccco2)c2ccccc2)c(C)c1	-20	2	2	-29	-6	1.5	9	7	11
O=C(CN1CCN(S(=O)(=O)c2ccc(Cl)cc2)CC1)Nc1ccc(F)cc1F	3	-2	2	0	3	5.3	-10	-7	-6

Remaining list, next part:
SMILES	GASC-1 inh	PP1 inh	GRK2 inh	proCasp7 act	procasp3 activ	PP5 primary	VLA-4 inh	CTSL1 counter	core dimer inh
O=C(Cc1ccc(F)cc1)NCCc1cnc[nH]1	-2	-5	0	6	4	-2.4	-7	0	-3
CCOC(=O)C(NC(=O)CC)(Nc1ccccc1OC)C(F)(F)F (stereo not drawn)	3	-2	1	0	-6	-0.8	-21	-1	2
CNc1ccc(Br)cc(C(=O)/C=C/c2ccc(OC)cc2OC)c1=O	7	9	7	-16	-11	4.0	9	4	28
O=C(CN1C(=O)c2cccnc2C1=O)c1ccccc1	19	2	2	-5	-2	2.5	-6	0	-3
Cc1ccc(S(=O)(=O)N(CC(=O)Nc2ccccc2C(=O)O)c2ccccc2)cc1	6	1	2	11	10	0.2	0	2	10
COc1ccc2cc3cc(C(=O)NCc4cccs4)oc3nc2c1	5	10	2	8	-4	1.1	-7	14	2
O=C(NN1CCOCC1)c1ccccc1Br	17	-5	3	10	-1	-0.7	14	-1	14

Part of the list above, showing only GASC-1 inh and proCasp7 act:
SMILES | GASC-1 inh | proCasp7 act
CNc1ccc(Br)cc(C(=O)/C=C/c2ccc(OC)cc2OC)c1=O | 7 | -16
O=C(CN1C(=O)c2cccnc2C1=O)c1ccccc1 | 19 | -5
